Compound activity: PubChem BioAssay, Sanford-Burnham Center for Chemical Genomics
APJ antagonist – antagonists of human APJ apelin receptor. P35414. CHO-K1 APJ beta-arrestin complementation, luminescence. inhibition, % at 20 µM. hit rate 0.32% among 330,000. AID 2521;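 active = inhibition above about 40% at 20 µM, limit read from the data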;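 note: cells challenged with 10 nM apelin-13 agonist together with compound; plate controls were apelin-13 plus DMSO wells for no effect and DMSO wells lacking apelin-13 for full effect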
CHOP UPR activ – activators of apoptotic arm of unfolded protein response (CHOP); hit rate 0.34% among 330,000; activation, % at 10 µM; CHO-CHOP luciferase reporter, UPR activation, luminescence; percent of tunicamycin response over DMSO baseline; AID 449763;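 active = at 10 µM dose, activation of 40% or more, normalized to positive control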;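 note: 100% = tunicamycin at 10 µg/mL and 0% = DMSO alone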
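measured by = luciferase luminescence | assay system = CHO-CHOP cells, stable luciferase reporter of PERK-eIF2a-CHOP signalling | amount = 500 reporter cells seeded per well | timing = 6 h compound exposure at 37 °C after overnight seeding | controls = positive tunicamycin 10 µg/mL, negative DMSO alone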
tim23-1 inh – growth inhibitors of tim23-1 mutant yeast; hit rate 1.3% among 330,000; inhibition, % at 20 µM; S. cerevisiae tim23-1 growth, BacTiter-Glo luminescence, 24 h;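 active = growth inhibition of the mutant yeast at or above 50%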;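 note: temperature-sensitive mutant grown at 25 °C; plate controls were DMSO-treated mutant yeast for no effect and medium wells lacking yeast for full effect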
TIM10 inh – inhibits growth of TIM10 yeast strain. S. cerevisiae TIM10 strain growth, BacTiter-Glo luminescence, 24 h. inhibition, % at 10 µM. hit rate 1.4% among 330,000. AID 463195;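 active = inhibition of 40% or more at the single tested concentration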;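 note: wild-type TIM10 isogenic control strain grown at permissive 25 °C; 0% = DMSO yeast wells and 100% = minimal medium wells without yeast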
APJ ag – APJ receptor agonism. AID 2520. hit rate 0.11% among 330,000. CHO-K1 APJ PathHunter beta-arrestin, luminescence; 0% DMSO wells, 100% apelin. activation, % at 20 µM;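 active = activation more than six SD over the plate average, tested at 20 µM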;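 note: 0% = DMSO alone and 100% = apelin-13 at 10 nM; some results filed as inactive read as strong as hits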
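Incubation: overnight seeding, 90 min compound at 25 °C, 1 h detection; test system: PathHunter CHO-K1 APJ (AGTRL-1) beta-arrestin reporter cells; amount: 1000 cells/well; doses: one dose, 20 µM compound, 1% DMSO; measured by: beta-gal luminescence; measure: agonist-driven arrestin binding to APJ; benchmarks: negative DMSO alone, positive Apelin-13 at 10 nM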
tim10-1 inh – growth inhibitors of tim10-1 mutant yeast. S. cerevisiae tim10-1 ts strain growth, BacTiter-Glo, 24 h. inhibition, % at 20 µM. hit rate 2.2% among 330,000. AID 463190;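 active = inhibition of at least 40%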;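 note: mutant grown at 25 °C; 0% = DMSO wells with yeast and 100% = wells holding no yeast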
CXCR6 block – inhibitors of human CXCR6 receptor. O00574. CHO-K1 PathHunter CXCR6 beta-arrestin, luminescence. hit rate 0.36% among 360,000. inhibition, % at 20 µM; in the data active = inhibition above about 34%, passing the limit was not always enough;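 note: antagonist mode with CXCL16 agonist at 10 nM final; 0% = 10 nM CXCL16 with DMSO and 100% = unstimulated wells without agonist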
XBP1 UPR activ – activators of adaptive arm of unfolded protein response (XBP1). CHO-XBP1 luciferase reporter, IRE1-XBP1 UPR activation, luminescence; percent of tunicamycin response, DMSO as zero. activation, % at 20 µM. hit rate 0.33% among 330,000;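 active = versus positive control, 20 µM dose yields 30% or more activation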;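 note: 100% = tunicamycin at 10 µg/mL and 0% = DMSO only wells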
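Material: IRE1-XBP1 luciferase reporter CHO line / Quantity: one thousand reporter cells per well / Buffer or medium: F12 with 10% serum / Compound: 20 µM single concentration, DMSO 1% / Times: 6 h treatment, 37 °C / Detection: Steady-Glo luciferase glow luminescence, 10 min after reagent addition / Benchmarks: tunicamycin high, DMSO low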
Mdm2 MdmX PPI – disrupts the human Mdm2-MdmX interaction | O15151+Q00987 | SaOS-2 split-luciferase Mdm2/MdmX complementation, luminescence | inhibition, % at 8 µM | hit rate 3% among 330,000;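 active = inhibition of at least 50% at 8 µM in the primary screen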
Target sequence (O15151 whole entry, looked up): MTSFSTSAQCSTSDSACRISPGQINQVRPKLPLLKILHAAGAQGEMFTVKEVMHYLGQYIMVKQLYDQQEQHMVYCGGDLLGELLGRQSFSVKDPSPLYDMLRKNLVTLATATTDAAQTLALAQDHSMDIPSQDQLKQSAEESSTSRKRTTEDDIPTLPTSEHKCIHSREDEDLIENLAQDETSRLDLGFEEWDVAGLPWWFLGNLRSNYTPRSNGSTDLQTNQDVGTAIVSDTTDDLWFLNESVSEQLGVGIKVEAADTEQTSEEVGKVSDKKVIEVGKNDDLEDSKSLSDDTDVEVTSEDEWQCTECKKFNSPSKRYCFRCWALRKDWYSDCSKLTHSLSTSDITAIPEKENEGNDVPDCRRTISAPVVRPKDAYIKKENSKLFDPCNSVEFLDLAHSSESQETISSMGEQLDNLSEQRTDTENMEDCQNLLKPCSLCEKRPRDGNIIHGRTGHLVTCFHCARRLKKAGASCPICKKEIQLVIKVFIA
Target sequence (Q00987 whole entry, looked up): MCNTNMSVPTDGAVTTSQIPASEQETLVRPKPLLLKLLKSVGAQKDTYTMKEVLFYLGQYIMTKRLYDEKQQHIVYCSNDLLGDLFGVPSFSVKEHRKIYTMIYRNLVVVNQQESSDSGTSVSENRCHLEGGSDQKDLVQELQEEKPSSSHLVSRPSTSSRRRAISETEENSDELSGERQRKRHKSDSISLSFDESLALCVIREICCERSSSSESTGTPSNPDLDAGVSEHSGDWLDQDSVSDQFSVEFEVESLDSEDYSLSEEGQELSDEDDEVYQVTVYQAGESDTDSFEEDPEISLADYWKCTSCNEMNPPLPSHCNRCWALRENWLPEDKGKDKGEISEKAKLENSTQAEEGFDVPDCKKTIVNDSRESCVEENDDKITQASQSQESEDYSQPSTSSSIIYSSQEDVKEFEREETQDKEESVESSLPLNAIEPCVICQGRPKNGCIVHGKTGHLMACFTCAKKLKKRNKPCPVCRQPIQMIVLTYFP
* hit, by the source's call; · = no result given. Only part of the results is shown; the hit share may differ from the screen's.

1	Nc1nc(-c2cccnc2)nn1C(=O)c1ccco1
2	CN1CCN(Cc2nc(Cc3cccc(F)c3)no2)CC1c1ccccc1 (configuration not stated)
3	COc1ccc(-c2[nH]c3ccccc3c2SCCNC(=O)c2ccccc2)cc1
4	CCn1c(=O)[nH]c2ccccc2c1=O
5	O=S(=O)(c1cccs1)N1CCN(CCc2ccccc2)CC1
6	CC(C)NC(=O)C(OC(=O)c1ccccc1)C(OC(=O)c1ccccc1)C(=O)O (configuration not stated)
7	CC1(C)Cc2c(sc(NC(=O)c3ccc4c(c3)OCCO4)c2C(N)=O)C(C)(C)N1
8	CCN1C(=O)[C@H]2[C@H]3CN=C(SCc4ccc(Cl)cc4)N3[C@@](CC)(C(=O)OC)[C@H]2C1=O

screen / no.	1	2	3	4	5	6	7	8
APJ antagonist	-17	7	-13	0	-56	14	4	·
CHOP UPR activ	2.1	-0.1	3.5	-1.2	1.1	0.8	0.6	2.1
tim23-1 inh	1	-2	18	-3	20	-1	2	29
TIM10 inh	6	-9	18	-12	10	1	4	-15
APJ ag	1	1	-2	2	8	-3	1	·
tim10-1 inh	10	28	22	-1	-5	2	-3	16
CXCR6 block	·	-5	-3	-6	1	11	-7	4
XBP1 UPR activ	-1	-1	0	-1	-1	-1	2	3
Mdm2 MdmX PPI	3	8	18	8	27	17	26	31

9	COCCn1c(C)cc(C(=O)COc2nc3ccccc3nc2C)c1C
10	O=C1CC(c2nc3ccccc3[nH]2)CN1c1cccc(C(F)(F)F)c1 (configuration not stated)
11	CC1(C)CC(C)(O)P(=O)(c2ccccc2)O1 (configuration not stated)
12	FC(F)(F)c1ccc(N2CCN(c3ncnc4c3nnn4Cc3ccccc3)CC2)nc1
13	Cc1ccc(C2NC(=O)c3ccccc3O2)cc1 (configuration not stated)
14	O=C(N/N=C/c1ccccn1)c1ccncc1
15	Cc1ccc(OCC(=O)N2CCCCCC2)c(C)c1
16	CN(C)S(=O)(=O)c1ccc(/C(O)=C2/C(=O)C(=O)N(Cc3cccnc3)C2c2ccncc2)cc1 (configuration not stated)

screen / no.	9	10	11	12	13	14	15	16
APJ antagonist	11	16	-10	9	21	13	33	0
CHOP UPR activ	-2.0	-0.5	-2.5	2.4	1.8	0.2	0.1	-0.8
tim23-1 inh	4	12	-1	0	34	3	12	-6
TIM10 inh	9	-8	0	7	4	8	-20	4
APJ ag	7	-5	-5	4	-5	1	-5	-4
tim10-1 inh	17	3	3	-3	11	10	21	6
CXCR6 block	-11	-1	0	2	-13	-19	-2	4
XBP1 UPR activ	-2	-4	0	5	-3	-3	0	0
Mdm2 MdmX PPI	5	7	1	-5	10	3	-19	5

17	O=C(CN1C(=O)c2ccccc2S1(=O)=O)NCCSC1CCCCC1
18	O=C1C(Cl)=C(NCCc2ccccc2)C(=O)N1CCc1ccccc1
19	COc1ccc(NC(=O)CSc2nc3ccccc3nc2N2CCCC2)cc1Cl
20	CSCCC(NC(=O)COc1ccccc1)C(=O)OCC(=O)c1ccccc1 (configuration not stated)
21	COC(=O)C1(CC2CC(c3ccccc3)=NO2)CCN(C(=O)OC(C)(C)C)CC1 (configuration not stated)
22	C#CCOCCOCCOCCNc1nc(N2CCN(C(=O)[C@H](Cc3ccc(O)cc3)n3cc([C@@H](N)C(C)CC)nn3)CC2)nc(N2CCN(C(=O)[C@H](CCCCN)n3cc([C@@H](N)CO)nn3)CC2)n1 (some centres not stated)
23	COCCn1c(-c2ccc(C#N)cc2)nc2c1c(=O)[nH]c(=O)n2Cc1ccccc1
24	Cc1ccc(-c2csc(NCCn3c(C(F)(F)F)nc4ccccc43)n2)cc1

screen / no.	17	18	19	20	21	22	23	24
APJ antagonist	-4	14	12	-65	-3	33	0	10
CHOP UPR activ	-2.6	3.2	2.4	1.6	-2.0	-0.5	0.9	-0.4
tim23-1 inh	-4	10	4	8	27	9	14	0
TIM10 inh	-2	9	-16	5	10	-5	9	17
APJ ag	-5	1	9	2	1	-3	-2	-8
tim10-1 inh	10	10	-10	18	29	-2	-2	-10
CXCR6 block	2	-1	6	5	-12	7	-2	-1
XBP1 UPR activ	-3	4	-3	-2	1	-1	1	3
Mdm2 MdmX PPI	10	-62	1	-3	35	20	15	18

25	NC(=O)c1cccnc1Oc1ccc(Cl)cc1Cl
26	Cc1ccc(S(=O)(=O)NCCCCCC(=O)Nc2c(C)n(C)n(-c3ccccc3)c2=O)cc1
27	COc1ccc(C2(C(=O)NCCCN(C)C)CCOCC2)cc1
28	O=C(NNC(=S)Nc1ccccc1C(F)(F)F)C1CC1
29	COc1ccc(/C=N/N(C(C)=O)c2nc(-c3ccc(C)cc3)cs2)cc1
30	CCCCN(C)S(=O)(=O)c1ccc(C(=O)Nc2nnc(C3=COCCO3)o2)cc1
31	CCCNC(=O)C1CCN(S(=O)(=O)c2ccc3c(c2)OCCO3)CC1
32	COCCCNCC(O)COc1cccc2[nH]c(C)cc12 (configuration not stated)

screen / no.	25	26	27	28	29	30	31	32
APJ antagonist	13	-10	8	25	-35	19	8	-2
CHOP UPR activ	-1.2	-1.4	0.0	1.2	5.3	-2.5	-1.0	2.9
tim23-1 inh	-1	16	-2	11	-11	18	4	7
TIM10 inh	-5	6	2	10	-4	2	-1	-8
APJ ag	0	-2	-2	-2	50*	-3	4	-1
tim10-1 inh	-3	6	-6	-8	11	15	4	-1
CXCR6 block	5	-5	0	13	2	2	-1	-14
XBP1 UPR activ	0	5	1	-1	1	-1	-3	0
Mdm2 MdmX PPI	17	2	-28	9	-7	1	-18	9

33	Cn1c(CNC(=O)c2cccs2)nnc1SCC(=O)Nc1ccccc1
34	COc1ccc(CC(=O)n2[nH]c(=O)c3ccccc3c2=O)cc1OC
35	CC(=O)Nc1ccc(C(=O)COC(=O)C2CC3CCCC(C2)C3=O)cc1 (configuration not stated)
36	CN1CCN(C(=O)CCc2ccc(S(=O)(=O)NC3CCCCC3)cc2)CC1
37	COc1ccccc1NC(=O)c1cnc(SCC(=O)NCCc2ccccc2)n(C)c1=O
38	COc1ccc(Cl)cc1C(=O)Nc1cccnc1Cl
39	CCOc1ccccc1Nc1nc(N)nc(CN2CCCCC2C)n1 (configuration not stated)
40	CC(C)Sc1nnc(NC(=O)c2ccco2)s1

screen / no.	33	34	35	36	37	38	39	40
APJ antagonist	13	13	-2	14	10	-3	11	-9
CHOP UPR activ	0.1	1.8	-1.1	-1.9	14	3.3	0.9	0.5
tim23-1 inh	10	-12	8	9	3	24	6	47
TIM10 inh	-9	0	9	-4	-16	-3	-25	21
APJ ag	-2	-4	1	-4	-6	0	-3	-1
tim10-1 inh	7	-8	15	-11	-17	6	3	31
CXCR6 block	1	-12	-8	-2	-1	14	6	3
XBP1 UPR activ	-2	1	1	-2	-2	3	0	-5
Mdm2 MdmX PPI	22	-7	3	-1	14	-1	7	3

41	Cc1ccc2nc(C)c(CN3CCN(c4ccc([N+](=O)[O-])cc4Cl)CC3)n2c1
42	CCCCN(CCCC)Cc1ccc(C(=O)NN)o1
43	COc1ccc(CN2CCN(C(=O)c3cccnc3)CC2)cc1Br
44	COc1ccc(C2=NOC(C(=O)O)C2)cc1 (configuration not stated)
45	COc1ccc2cc(Br)ccc2c1CC(=O)NC(C)(C)C
46	COc1ccc(/C=N\NC(=O)c2ccc(-c3ccccc3)cc2)c(OC)c1OC
47	Cc1onc(-c2c(F)cccc2Cl)c1C(=O)OCC(=O)NC(c1ccccc1)c1ccccc1
48	Cc1ccc(-c2nc(CN3CCN(c4cnccn4)CC3)c(C)o2)o1

screen / no.	41	42	43	44	45	46	47	48
APJ antagonist	18	-8	14	9	20	-4	-19	8
CHOP UPR activ	10	8.0	1.2	-2.3	-1.9	0.3	-1.4	1.4
tim23-1 inh	24	9	7	-5	17	7	12	12
TIM10 inh	30	-25	13	0	2	-3	25	8
APJ ag	3	-3	0	-7	0	7	-1	-2
tim10-1 inh	-1	-2	12	-13	19	3	23	0
CXCR6 block	6	-2	0	4	-6	6	17	6
XBP1 UPR activ	15	0	-2	4	-3	-3	-2	-1
Mdm2 MdmX PPI	24	-3	-15	8	9	-9	-10	10

49	O=C(COc1ccc2ccc(=O)oc2c1)Nc1ccc(N2CCOCC2)cc1
50	CC(=O)c1sc2c(c1OC(=O)c1ccc(Cl)cc1Cl)c(=O)n(-c1ccccc1)c(=S)n2-c1ccccc1
51	COc1ccccc1C(=O)Nc1nnc(S(=O)(=O)N2CCC(C)CC2)s1
52	Cc1cc2nc(NCCCO)n(CC(=O)c3cc(C(C)(C)C)c(O)c(C(C)(C)C)c3)c2cc1C
53	Cc1ccc(CNc2c(C=O)c(=O)[nH]c3ccccc23)cc1
54	CNC(=O)CN(c1cc(OCCOC)c(Cl)cc1Cl)S(=O)(=O)c1ccc(OC)cc1
55	C=CCn1c(SC(C)C(=O)NCc2ccc3c(c2)OCO3)nnc1C1CCCCC1 (configuration not stated)
56	COc1cccc(C(=O)NCc2n[nH]c(=S)n2-c2cccc(C)c2)c1
57	C[C@]12CCC3C(CC=C4C[C@@H](O)CC[C@@]43C)C1CCC2[C@]1(C)CCC(=O)O1 (some centres not stated)

screen / no.	49	50	51	52	53	54	55	56	57
APJ antagonist	-11	11	4	14	3	-2	6	-30	-6
CHOP UPR activ	-0.3	15	1.1	2.6	-1.0	0.2	-0.3	0.7	2.4
tim23-1 inh	0	23	13	-19	23	13	19	-2	-3
TIM10 inh	13	23	17	6	6	6	14	-7	1
APJ ag	-3	-1	5	3	-2	-1	-1	1	-1
tim10-1 inh	10	22	26	-2	9	20	18	-18	16
CXCR6 block	2	4	0	-3	7	3	6	5	-19
XBP1 UPR activ	-5	8	-5	9	-3	-4	-4	-1	-3
Mdm2 MdmX PPI	-12	95*	-2	98*	11	57*	27	8	-5
